Screening data deposited in PubChem by several laboratories.
MrgX1 antag: antagonists of human MrgX1 receptor. 310,000 compounds, 1.3% hits. MRGX1-HEK293 calcium flux, Fluo-4, BAM8-22 antagonism; stronger effect = lower value. B-score at 10 µM. AID 588676;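 active means calcium-response B-score plate-corrected more than 3 library SD below zero, starting fluorescence within 5 deviations, no agonist response on first addition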;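 further: peak minus trough fluorescence over baseline after final BAM8-22 challenge near maximal dose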
MrgX1 ag: activates human MrgX1 receptor signaling | MrgX1-HEK293 cells, Fluo-4 calcium fluorescence, agonist mode; stronger effect = higher value | B-score at 10 µM | 310,000 compounds, 0.44% hits | AID 588627;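 active means calcium response B-score plate-corrected fluorescence ratio at least 3 library SD, with starting fluorescence B-score inside 5 SD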
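Material – MrgX1-expressing HEK293 cells · Input – 15,000 cells seeded per well · Dosing – compound as first of three additions · Times – overnight seeding, then 1 h dark dye loading · Measured by – kinetic Fluo-4 NW fluorescence of intracellular calcium · Read-out – B-scored fluorescence response ratio · Benchmarks – positive and negative control wells on each plate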
TRPC6 inhibitor: mouse TRPC6 channel inhibition; HEK293-TRPC6, membrane potential dye, ACh-evoked depolarization; stronger effect = lower value; B-score at 10 µM; 310,000 compounds, 1.1% hits;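 active means B-score under library mean minus 3 SD, initial fluorescence not abnormally high, positive integrated signal ratio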;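 further: B-score derived from integrated fluorescence ratio over the kinetic read; more negative B-score means stronger inhibition of depolarization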
Target sequence (Q61143 whole entry, looked up): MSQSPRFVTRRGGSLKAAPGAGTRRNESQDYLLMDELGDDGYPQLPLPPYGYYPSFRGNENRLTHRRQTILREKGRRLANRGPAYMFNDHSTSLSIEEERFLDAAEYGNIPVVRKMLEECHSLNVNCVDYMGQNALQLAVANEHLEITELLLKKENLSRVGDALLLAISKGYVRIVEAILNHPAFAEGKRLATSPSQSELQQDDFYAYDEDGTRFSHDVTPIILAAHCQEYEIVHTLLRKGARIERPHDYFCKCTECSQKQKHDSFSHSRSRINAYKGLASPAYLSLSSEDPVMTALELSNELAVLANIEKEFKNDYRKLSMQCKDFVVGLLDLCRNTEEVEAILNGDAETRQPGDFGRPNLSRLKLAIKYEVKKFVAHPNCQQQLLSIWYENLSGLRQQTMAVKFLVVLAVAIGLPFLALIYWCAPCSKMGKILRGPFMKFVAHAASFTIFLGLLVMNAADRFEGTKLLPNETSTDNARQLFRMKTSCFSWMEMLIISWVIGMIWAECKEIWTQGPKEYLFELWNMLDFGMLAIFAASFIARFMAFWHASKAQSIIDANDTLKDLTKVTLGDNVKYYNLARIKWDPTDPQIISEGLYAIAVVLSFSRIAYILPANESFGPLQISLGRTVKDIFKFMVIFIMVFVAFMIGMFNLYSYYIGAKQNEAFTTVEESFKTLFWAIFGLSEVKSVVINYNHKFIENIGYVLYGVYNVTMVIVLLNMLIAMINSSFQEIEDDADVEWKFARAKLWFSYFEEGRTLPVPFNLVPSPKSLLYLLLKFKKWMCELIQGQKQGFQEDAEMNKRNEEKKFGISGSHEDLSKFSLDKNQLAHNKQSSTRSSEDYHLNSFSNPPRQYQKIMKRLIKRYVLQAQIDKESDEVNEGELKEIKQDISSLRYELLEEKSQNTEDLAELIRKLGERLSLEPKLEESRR
RGS4 inh: human RGS4 inhibition | P49798 | HEK293 M3R/RGS4 inducible, Fluo-4 calcium flux; stronger effect = higher value; triggered by carbachol at its EC20 | B-score at 10 µM | 310,000 compounds, 0.45% hits;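 active means B-score, a plate-corrected calcium signal, over three deviations above library mean, with baseline fluorescence within five deviations of library mean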;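 further: RGS4 expression induced by doxycycline in cells with stable M3 receptor; B-score is computed from the integrated fluorescence ratio over baseline after carbachol; higher B-score means a larger calcium signal and so more RGS4 inhibition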
Target sequence (P49798 whole entry, looked up): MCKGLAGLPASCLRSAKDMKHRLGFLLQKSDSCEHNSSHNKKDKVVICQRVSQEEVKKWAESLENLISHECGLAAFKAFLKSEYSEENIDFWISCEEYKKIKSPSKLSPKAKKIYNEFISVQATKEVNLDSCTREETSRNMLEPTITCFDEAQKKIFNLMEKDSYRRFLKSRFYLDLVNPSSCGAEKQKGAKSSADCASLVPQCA
HIF activator: HIF pathway transcriptional activation; U2OS HRE-luciferase reporter, luminescence; normalized: DMSO 0%, desferrioxamine 100%; activation, % at 7.5 µM (by protocol); 300,000 compounds, 0.32% hits;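 active means mean activation of at least 10% of the iron chelator positive control signal, with at least half of replicates also reaching 10%; inconclusive means mean and replicate majority disagree about reaching 10%; inactive means mean and most replicates under 10%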
MrgX1 PAM: allosterically activates human MrgX1 receptor signaling. Q96LB2. MrgX1-HEK293, Fluo-4 calcium flux, FDSS; stronger effect = higher value. B-score at 10 µM. 310,000 compounds, 0.63% hits. AID 588675;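 active means plate-corrected calcium response at least 3 library SD above typical, normal starting fluorescence, not activating the receptor alone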;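 further: compound read alongside a low EC10 to EC30 dose of BAM8-22 agonist; peak minus trough fluorescence over baseline measured at the second addition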
TRPC6 activator: activates the mouse TRPC6 cation channel | Q61143 | HEK293-TRPC6 membrane potential dye fluorescence; stronger effect = higher value | B-score at 10 µM | 310,000 compounds, 0.13% hits | AID 2550;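 active means B-score of the integrated fluorescence ratio above library mean plus 3 SD, and starting fluorescence ratio within library mean plus 5 SD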;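 further: higher score means more depolarization so channel activation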
TRPC4 inh: TRPC4 (mouse) channel inhibition | AID 2247 | Q9QUQ5 | HEK293 TRPC4beta/mu-opioid, DAMGO-evoked Fluo4 calcium flux; stronger effect = lower value | B-score at 10 µM | 300,000 compounds, 0.39% hits;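 active means B-score over 3 SD under the library average, no early fluorescence shift, positive overall ratio signal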
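System: stable TRPC4beta/mu-opioid receptor HEK293 cells; Dosing: single-point compound dosing; Measured by: Fluo4 Ca2+ flux fluorescence; Read-out basis: per-well B score of integrated baseline-normalized Fluo4 ratio.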
RGS4 pot: potentiators or activators of RGS4; HEK293 M3R/inducible RGS4, carbachol calcium flux Fluo4; stronger effect = lower value; B-score at 10 µM; 310,000 compounds, 0.92% hits; AID 463111;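 active means B-score of the integrated calcium signal more than 4 SD below the library mean, with starting fluorescence not abnormally high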;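 further: negative B-score means reduced calcium response which marks RGS4 activation or potentiation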
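Detection: kinetic calcium fluorescence imaging with Fluo4-AM dye, 2 µM / Material: HEK293 cells with stable M3R and inducible RGS4 / Schedule: recording 10 s baseline at 1 Hz, 100 s post-agonist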
SKKanGAS inh: blocks kanamycin growth of S. pyogenes SKKanGAS strain; inhibition, % at 7.5 µM; BacTiter-Glo, 6 h; 300,000 compounds, 1.3% hits; AID 1662;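 active means mean replicate score, as percent of positive control median, at least 50; inconclusive means mean below 50 but one replicate at or above 50; inactive means mean and every replicate below 50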;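 further: strain carries kanamycin resistance gene driven by streptokinase promoter and grows in 40 µg/ml kanamycin; loss of luminescence reflects streptokinase promoter inhibition or plain growth inhibition; 0% = median of DMSO wells and 100% = positive control at its reference dose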
Platelet DG rel: modulates dense granule release in human platelets; human platelet-rich plasma, SFLLRN dense granule ATP release, luminescence; inhibition, %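 (compounds screened at 7.5 µM in platelet-rich plasma)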; 300,000 compounds, 0.22% hits;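 active means mean replicate score, as percent of positive control, at or above 50; inconclusive means mean below 50 but at least one replicate at or above 50; inactive means mean and every replicate below 50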
The depositor's hits bear a star; i = inactive; ? = inconclusive; / = no result given. No enrichment for hits (roughly 6.1% active in at least one column).

SMILES	MrgX1 antag	MrgX1 ag	TRPC6 inhibitor	RGS4 inh	HIF activator	MrgX1 PAM	TRPC6 activator	TRPC4 inh	RGS4 pot	SKKanGAS inh	Platelet DG rel
COc1cc(/C=C\C(=O)NCc2ccc3c(c2)cc(C)n3C)cc(OC)c1OC	i	i	i	i	-0.1	i	i	i	i	11	-5
Cc1ccc(NC(=O)CSc2n[nH]c(N)n2)cc1S(=O)(=O)N1CCOCC1	i	i	i	i	-0.2	i	i	i	i	-1	-1
COc1ccc(CC(=O)NCC2CCCN(Cc3cccc(C(F)(F)F)c3)C2)cc1 (stereo not drawn)	i	i	i	i	-4.6	i	i	i	i	2	4
COc1cc2c(cc1OC)C(c1ccccc1OC(C)C)CC(=O)N2 (stereo not drawn)	i	i	i	i	-0.1	i	i	i	i	-3	9
Cc1[nH]c(=O)[nH]c(=O)c1NS(=O)(=O)c1ccc2c(c1)CCCC2	i	i	i	i	0.2	i	i	i	i	0	-9
NS(=O)(=O)c1ccc(N=Nc2ccc(O)c3ncccc23)cc1	i	i	i	i	-0.2	i	i	i	i	11	12
O=[N+]([O-])c1ccc2nc(CCCc3nc4ccc([N+](=O)[O-])cc4[nH]3)[nH]c2c1	i	i	i	i	0.2	i	i	i	i	-4	11
COc1cc(C=O)ccc1OS(=O)(=O)c1ccc(NC(C)=O)cc1	i	i	i	i	-0.5	i	i	i	i	7	33
Cc1nn2cc(-c3ccccc3)nc2[nH]c1=O	i	i	i	i	0.1	i	i	i	i	-3	11
CCN1C(=O)[C@H]2[C@@H](c3ccc(-c4cccc(Cl)c4)c(OC)c3)N[C@@](C)(C(=O)OC)[C@H]2C1=O	i	i	i	i	-0.3	i	i	i	i	3	-1
CC(C)NC(=O)c1ccccc1NC(=O)C1CCCO1 (stereo not drawn)	i	i	i	i	-0.2	i	i	i	i	0	1
COc1ccc(CN(C)C(=O)c2cccc(Oc3ccccc3)c2)c(OC)c1OC	i	i	i	i	-0.2	i	i	i	i	-3	-1
COc1ccccc1NC(=O)Nc1nnc(Cc2ccc(F)cc2)s1	i	i	i	i	0.7	i	i	i	i	-4	2
COc1ccc(CN2CCN(Cc3cn(C)nc3-c3ccccc3)CC2CCO)c(C)c1C (stereo not drawn)	i	i	i	i	-0.4	i	i	i	i	-2	-8
COC(=O)c1c(NC(=O)c2ccco2)sc(C(=O)Nc2ccc(F)cc2)c1C	i	i	i	i	2.2	i	i	i	i	15	13
CCOC(=O)c1ccccc1NC(=O)CN(c1cccc(OC)c1)S(C)(=O)=O	i	i	i	i	-0.7	i	i	i	i	-5	-1
O=C(CC1NCCNC1=O)Nc1ccc(Cl)c(Cl)c1 (stereo not drawn)	i	i	i	i	-34	i	i	i	i	-7	-11
CC1Cn2c(nnc2-c2cccc(N)c2)S1 (stereo not drawn)	i	i	i	i	0.7	i	i	i	i	-9	0
COc1ccc(-c2ccc(N)[n+](CCCC(=O)O)n2)cc1	i	i	i	i	0.2	i	i	i	i	2	-5
CO/C=C/C#CC1(O)CCN(C)CC1	i	i	i	i	-0.1	i	i	i	i	-3	0
CC(C)NC(=O)c1cc2nc(-c3ccco3)cc(C(F)(F)F)n2n1	i	i	i	i	0.2	i	i	i	i	-1	-4
COc1ccc(C2=NN(C(=O)c3ccccc3)C(c3ccccc3)C2)c(O)c1 (stereo not drawn)	i	i	i	i	0.4	i	i	i	i	28	-5
CSc1ccc(/C=C(/NC(=O)c2ccco2)C(=O)NCc2ccco2)cc1	i	i	i	i	-0.2	i	i	i	i	4	4
CC(=O)N1c2ccc(S(=O)(=O)N3CCCC(C(=O)N4CCC(C)CC4)C3)cc2CC1C (stereo not drawn)	i	i	i	i	0.1	i	i	i	i	-6	-9
CN(/C(=N/S(=O)(=O)c1cccs1)c1ccccc1)c1ccccc1	i	i	i	i	-0.3	i	i	i	i	10	-10
SMILES	MrgX1 antag	MrgX1 ag	TRPC6 inhibitor	RGS4 inh	HIF activator	MrgX1 PAM	TRPC6 activator	TRPC4 inh	RGS4 pot	SKKanGAS inh	Platelet DG rel
COc1ccc(-c2nc(CN3CCC(C(=O)N4CCOCC4)CC3)c(C)o2)cc1OC	i	i	i	i	-0.5	i	i	i	i	-1	-2
O=C(O)c1ccccc1C(=O)N(Cc1ccccc1)Cc1ccccc1	i	i	i	i	-0.1	i	i	i	i	3	2
CC(=O)N/C(=C\c1ccccc1)C(=O)OCc1ccc(C)cc1	i	i	i	i	-0.5	i	i	i	i	-5	5
CCOC(=O)c1[nH]c(C)c(C(=O)/C=C/c2ccc(C(=O)O)cc2)c1C	i	i	i	i	-0.7	i	i	i	i	4	-10
COc1cccc(N2CCN(c3ncnc4c3cnn4-c3ccc(C)cc3C)CC2)c1	i	i	i	i	1.0	i	i	i	-7*	20	21
CCNC(=O)c1cc(Cl)ccc1OC	i	i	i	i	-0.1	i	i	i	i	-16	-19
Cc1nc(SCC(=O)Nc2cc(C)on2)c2c(=O)n(C)c(=O)n(C)c2n1	i	i	i	i	-0.1	i	i	i	i	-3	6
Cc1ccc(S(=O)(=O)NCCc2nc3ccccc3[nH]2)cc1	i	i	i	i	0.0	i	i	i	i	0	17
Cc1ccc(NC(=O)CCC(=O)NNC(=S)Nc2ccc(F)cc2F)cc1C	i	i	i	i	0.9	i	i	i	i	-12	-8
O=C1c2cc(N3CCCC3)c([N+](=O)[O-])cc2C(=O)N1c1ccccc1	i	i	i	i	-0.6	i	i	i	i	0	1
CCOc1ccc(CCNC(=O)C2CCN(C(=O)N(C)C)CC2)cc1OCC	i	i	i	i	-0.2	i	i	i	i	11	-4
Cc1cccc(C)c1NC(=O)C(=O)NCc1ccccn1	i	i	i	i	0.4	i	i	i	i	-5	-1
O=C(NCC1CCCN(Cc2cccc(F)c2)C1)c1cccc2ccccc12 (stereo not drawn)	i	i	i	i	1.2	i	i	i	i	8	4
CN(C#N)c1nc(Cl)nc(Nc2cccc(Cl)c2)n1	i	i	i	i	-0.7	i	i	i	i	7	5
O=C(CCC(=O)NC1CC1)Nc1nnc(C2CCCCC2)s1	i	i	i	i	0.2	i	i	i	i	4	1
COc1ccc(CNS(=O)(=O)c2ccc(-n3cnnn3)c(C)c2)cc1	i	i	i	i	0.7	i	i	i	i	-4	-2
COc1ccc(N2CCN(C(=O)CCc3ccc(S(=O)(=O)NCC(C)C)cc3)CC2)cc1	i	i	i	i	-0.4	i	i	i	i	-5	-1
N#C/C(=C\c1ccc[nH]1)C(=O)Nc1ccccc1[N+](=O)[O-]	i	i	i	i	1.6	i	i	i	i	1	9
Oc1c(CN2CCN(c3ccc(F)cc3)CC2)cc(Cl)c2cccnc12	i	i	i	i	58*	i	i	i	i	81*	0
O=C(NCc1ccc2c(c1)OCO2)c1cc(S(=O)(=O)N2CCCCC2)ccc1F	i	i	i	i	1.3	i	i	i	i	-3	-3
O=C(COC(=O)c1cnccn1)Nc1ccc(Cl)cn1	i	i	i	i	0.5	i	i	i	i	-9	-6
Cc1ccc(NC(=O)C2CC2c2ccccc2)cc1 (stereo not drawn)	i	i	i	i	-0.4	i	i	i	i	-2	0
c1ccc(-c2onc(-c3ccco3)c2-c2ccc3[nH]ccc3c2)cc1	i	i	i	i	1.5	i	i	/	i	?	2
COc1nc(OC)nc(N2CCC(C(=O)NCc3cccs3)CC2)n1	i	i	i	i	-0.6	i	i	i	i	9	3
CCN(C(=O)COC(=O)/C=C/c1ccccc1)C1CCCCC1	i	i	i	i	-0.2	i	i	i	i	-9	15

The list goes on, starting with the last two of the part before.
SMILES	MrgX1 antag	MrgX1 ag	TRPC6 inhibitor	RGS4 inh	HIF activator	MrgX1 PAM	TRPC6 activator	TRPC4 inh	RGS4 pot	SKKanGAS inh	Platelet DG rel
COc1nc(OC)nc(N2CCC(C(=O)NCc3cccs3)CC2)n1	i	i	i	i	-0.6	i	i	i	i	9	3
CCN(C(=O)COC(=O)/C=C/c1ccccc1)C1CCCCC1	i	i	i	i	-0.2	i	i	i	i	-9	15
CCN1CCCc2cc(CN(CCN3CCOCC3)C(=O)Nc3ccc(C)c(C)c3)ccc21	i	i	-5*	i	-0.8	i	i	i	i	-3	-2
O=C(CC1OC(=O)c2ccccc21)Nc1cccc(S(=O)(=O)N2CCCCCC2)c1 (stereo not drawn)	i	i	i	i	-0.2	i	i	i	i	-1	7
Cc1[nH]n(-c2cccc(Cl)c2)c(=O)c1C=NC12CN3CN(CN(C3)C1)C2	i	i	i	i	-0.4	i	i	i	i	-2	-13
Cn1cc(C(=O)NCCN2CCN(c3cccc(Cl)c3)CC2)c2c3ccccc3n(C)c2c1=O	i	i	i	i	-0.3	i	i	i	i	10	-5
N=c1sccn1CC(=O)Nc1ccc(S(N)(=O)=O)cc1	i	i	i	i	-0.2	i	i	i	i	-6	3
Cc1nnc(Nc2ccc(Cl)cc2)n(N)c1=O	i	i	i	i	-0.2	i	i	i	i	-10	-6
O=C(CN(Cc1ccccc1)C1=NCCS1)c1ccc(Cl)cc1	i	i	i	i	0.1	i	i	i	i	3	-4
COc1ccc(CNC(=O)COC(=O)c2ccc(Br)cc2)cc1	i	i	i	i	0.0	i	i	i	i	0	1
COc1ccc(C2CC3CC(c4ccccc4)N2O3)cc1 (stereo not drawn)	i	i	i	i	/	i	i	i	i	-5	-7
O=C(Nc1ccc(Cl)cn1)c1cccc(S(=O)(=O)N2CCCC2)c1	i	i	i	i	0.6	i	i	i	i	1	-15
O=C(Nc1ccc(O)c(C(=O)O)c1)c1cccc(NC(=O)c2ccco2)c1	i	i	i	i	1.4	i	i	i	i	2	-1
CCCCOC(=O)C[N+](C)(C)CCOC1CC2CCC1(C)C2(C)C (stereo not drawn)	i	i	-5.2*	i	-0.1	i	i	i	i	-2	-3

Compound profiles (already shown). Order of values: MrgX1 antag | MrgX1 ag | TRPC6 inhibitor | RGS4 inh | HIF activator | MrgX1 PAM | TRPC6 activator | TRPC4 inh | RGS4 pot | SKKanGAS inh | Platelet DG rel
Results for COc1ccc(CNC(=O)COC(=O)c2ccc(Br)cc2)cc1 : i | i | i | i | 0.0 | i | i | i | i | 0 | 1
Results for Cn1cc(C(=O)NCCN2CCN(c3cccc(Cl)c3)CC2)c2c3ccccc3n(C)c2c1=O : i | i | i | i | -0.3 | i | i | i | i | 10 | -5
